High-throughput results: PubChem BioAssay, National Center for Advancing Translational Sciences (NCATS)
12-LOX inh – Primary qHTS assay for inhibitors of human arachidonate 12S-lipoxygenase (ALOX12): Round 2; purified 12hLO, xylenol orange hydroperoxide absorbance; AID 1671190, 2021; Polyunsaturated fatty acid lipoxygenase ALOX12 (Homo sapiens), P18054; Potency, µM (doses to about 108 µM), for the others: at the top dose activity change, negative = inhibition, most hits filed as inhibitors; actives 1.1% (n = 580,000); active = well fitted inhibition curve with a large enough effect; inconclusive = small, poorly fitted or top-dose-only effect, or another doubt; inactive = no such curve, though single readings can be large or run the other way
Target sequence (P18054 whole entry, looked up): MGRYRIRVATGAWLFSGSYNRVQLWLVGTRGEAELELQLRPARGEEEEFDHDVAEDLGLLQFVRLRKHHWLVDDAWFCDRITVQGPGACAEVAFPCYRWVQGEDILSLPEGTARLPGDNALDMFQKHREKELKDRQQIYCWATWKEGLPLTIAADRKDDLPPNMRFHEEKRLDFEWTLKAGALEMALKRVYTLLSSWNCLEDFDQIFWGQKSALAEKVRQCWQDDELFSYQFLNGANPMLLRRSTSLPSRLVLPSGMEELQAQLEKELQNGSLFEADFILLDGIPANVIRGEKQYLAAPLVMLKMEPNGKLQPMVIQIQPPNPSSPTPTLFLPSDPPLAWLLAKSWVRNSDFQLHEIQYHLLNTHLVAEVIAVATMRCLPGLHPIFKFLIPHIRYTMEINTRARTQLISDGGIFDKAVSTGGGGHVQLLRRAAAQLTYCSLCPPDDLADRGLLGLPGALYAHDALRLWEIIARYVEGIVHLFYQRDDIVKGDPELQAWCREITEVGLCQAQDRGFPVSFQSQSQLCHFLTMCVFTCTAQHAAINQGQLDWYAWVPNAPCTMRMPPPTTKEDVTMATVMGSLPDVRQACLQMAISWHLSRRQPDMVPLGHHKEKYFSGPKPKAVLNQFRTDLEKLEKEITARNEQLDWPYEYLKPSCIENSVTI
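Purified human 12hLO (150 nM final) in 25 mM Hepes, 0.01% Triton X-100, pH 7.0 was preincubated 15 min at room temperature with compound. Then 40 uM arachidonic acid was added, 30 min. Hydroperoxide was read by Fe-XO absorbance ratio 573/405 nm.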
An asterisk follows results filed as active; ? = inconclusive; [ ] = remark or other dose. % is set by controls: 0 for no effect and ±100 for the full control effect; potency is the fitted concentration of half-maximal effect. Only part of the results is shown, so the mix of outcomes need not match the whole.

12-LOX inh | canonical_smiles
1% | O=C(O)c1ccc(C2CCCN(C(=O)c3cccc4cccnc34)C2)cc1 (stereo unspecified)
-15% | C[C@]1(CO)[C@H]2Cc3sc(-c4ccsc4)nc3[C@@H](CC(=O)Nc3cccc(O)c3)[C@]2(C)CC[C@H]1O
? | COC(=O)c1cccc(NC(=S)N[C@H]2CO[C@H]3[C@@H]2OC[C@H]3OC(=O)Nc2cccc3ccccc23)c1
24%[176 µM] | Cc1ccc2c(c1)nc1n2[C@@H](CNCc2ccncc2F)COC1
39% | COc1ccc(-c2nc(C3CC(=O)N(c4ccc(OC)c(OC)c4)C3)no2)c(C)c1 (stereo unspecified)
-6% | COC(=O)[C@]12C[C@H](CC(=O)N3CCOCC3)C(=O)N(Cc3ccccc3)C1=C[C@H](C(C)(C)C)O[C@@H]2C
65%[activator] | CC(CNCc1cccnc1N1CCOCC1)Cc1ccc2c(c1)OCO2 (stereo unspecified)
-7% | CC(C)C[C@H]1COc2cccc(F)c2S(=O)(=O)N1Cc1cn(Cc2ccc(C(F)(F)F)cc2)nn1
? | COc1ccc(CN2CCCC3(C2)NC(=O)c2ccccc2O3)cc1 (stereo unspecified)
14%[176 µM] | CN1c2ncccc2CN(Cc2ccccc2O)CC[C@H]1CO
27% | Cc1nc(CN2C(=O)OC3(CCN(C(=O)Cc4ccccc4)CC3)C2(C)c2ccccc2)cs1 (stereo unspecified)
9% | O=C([C@@H]1C[C@H](F)CN1S(=O)(=O)c1ccc2c(c1)OCCO2)N1CCCCC1
17% | COCCc1noc([C@@H]2CC(F)(F)CN2C(=O)CCn2cccn2)n1
16% | Cn1ccnc1C(=O)N1CCCC(c2nc(-c3cccnc3)no2)CCNC(=O)CC1 (stereo unspecified)
14% | COC1CCC12CCN(C(=O)c1cccnc1C)CC2 (stereo unspecified)
? | Cc1noc(C)c1-c1cc2c(c(-c3ccccc3O)c1)C(=O)N(C)C2=O
22% | O=C(c1cccs1)N1CCOC(CCc2ccccc2)C1 (stereo unspecified)
26% | O=C(c1ccccc1Cl)N1CCCC2(C1)NC(=O)N(Cc1ccccc1)C2=O (stereo unspecified)
10%[176 µM] | O=C1COc2ccc(OCc3cccnc3)nc2CN1Cc1ccccc1F
41% | COC[C@@H]1CN(c2ncccn2)C[C@H]1C(=O)N(C)Cc1cn(C)nc1C

The last four records of the section above come first, to join the parts:
12-LOX inh | canonical_smiles
22% | O=C(c1cccs1)N1CCOC(CCc2ccccc2)C1 (stereo unspecified)
26% | O=C(c1ccccc1Cl)N1CCCC2(C1)NC(=O)N(Cc1ccccc1)C2=O (stereo unspecified)
10%[176 µM] | O=C1COc2ccc(OCc3cccnc3)nc2CN1Cc1ccccc1F
41% | COC[C@@H]1CN(c2ncccn2)C[C@H]1C(=O)N(C)Cc1cn(C)nc1C
? | Cc1ccc(S(=O)(=O)N2[C@@H]3CC[C@H]2CC(NC(=O)c2ccncc2)C3)cc1 (stereo partly specified)
11% | COc1ccc(CNC(=O)c2noc(-c3ccc(C)cc3)n2)cc1
-6% | O=C(NCc1ccccc1)[C@@H]1CCCN1C(=O)[C@H]1CCCN1C(=O)c1cccc(F)c1
4% | Cc1cccc(N2CCN(C(=O)c3c(-c4ccccc4Cl)noc3C)CC2)c1C
7% | CN(C)C(=O)c1cccnc1OC1CCN(C(=O)CC2CCCCC2)C1 (stereo unspecified)
3% | Cc1ccccc1Br
8%[176 µM] | Cc1nn2c(c1-c1ccccc1Oc1ccccc1)N(C(=O)C1CCC1)CCC2
4%[176 µM] | Cc1cc(NC(=O)Cc2c[nH]c3ncc(-c4ccccc4C)cc23)n(C)n1
3% | CN(Cc1cccnc1)C(=O)CC1CCCN(c2cnn(C)c(=O)c2)C1 (stereo unspecified)
-2%[176 µM] | CC[C@H]1CN(C(=O)C(C)(C)C)CC[C@H]1CC(=O)N(CC)C(=O)NCCCN(C)C
10% | CN(C)C[C@@H]1CN(Cc2ccccc2)C[C@H]1NC(=O)c1cc(C2CC2)[nH]n1
24% | CN1CCN(c2nc3c(c(=O)[nH]2)CCN(Cc2cccc(Cl)c2F)CC3)CC1
-5% | O=C(NCC1CC1)c1cc2cn(C3CC3)cc2s1
71%[activator] | CC(=O)N[C@H]1C[C@@H](c2cc(C)c(C)cc2C)O[C@@H](C(C)(C)C)C1
3% | CCC(C)[C@H]1CNC(=O)C(=O)N1CC1CCCCC1 (stereo partly specified)
30% | COCCN1C(=O)c2ccccc2C(C(=O)Nc2nc3c(s2)CCC3)C12CCCCC2 (stereo unspecified)
1%[6.33 µM] | O=C(NCc1ccc(Cl)nc1)c1cn2c(n1)CN(C(=O)c1cccnc1)CC2
59%[activator] | Cn1cccc1C(=O)NC1CCc2nnc(C3CC3)n2CC1 (stereo unspecified)
41%[activator] | CCCN1CCS(=O)(=O)N(Cc2cn(Cc3ccc(OC)cc3)nn2)C(C(=O)OC)C1 (stereo unspecified)
-3% | COC(=O)C1=C(C)N=C2SC=C(CC(=O)N3CCCCC3C)N2C1c1ccc(OC)cc1 (stereo unspecified)

Next section (2 carried over from the part before).
12-LOX inh | canonical_smiles
41%[activator] | CCCN1CCS(=O)(=O)N(Cc2cn(Cc3ccc(OC)cc3)nn2)C(C(=O)OC)C1 (stereo unspecified)
-3% | COC(=O)C1=C(C)N=C2SC=C(CC(=O)N3CCCCC3C)N2C1c1ccc(OC)cc1 (stereo unspecified)
109%[activator] | O=C(NCCc1csc(-c2cnccn2)n1)C1CC2(CCNCC2)CN1 (stereo unspecified)
75%[activator] | CN(CCC(O)c1ccccc1)C(=O)c1ccc2oc(-c3cccc(F)c3)nc2c1 (stereo unspecified)
0% | C=C1C[C@@]23CC4C5[C@@]6(C)C[C@H](O)C[C@@]57C2[C@H](O)[C@@H]1[C@H](O)[C@H]3[C@H]7N4C6
7% | COCCN1CCCC2(CCN(C(=O)c3ccccc3)C2)C1 (stereo unspecified)
9% | COCCN1CCCCCC(O)c2cc(C(=O)N3CCN(c4ccccc4)CC3)ccc21 (stereo unspecified)
9%[6.33 µM] | CC(C)NC(=O)N1CCC2(CC1)CN(C(=O)Cc1ccccc1)CCO2
28% | Cc1ccc(CNC(=O)N2CCC(c3ncc(C)n3C(C)C)C2)cc1 (stereo unspecified)
-2% | CNC(=O)c1cc[nH]c1C1CCCN(C(=O)c2ccc(OC)nc2)C1 (stereo unspecified)
42%[activator] | Cc1ccccc1N1Cc2c(NC3CCCCCC3)ncnc2N(C)CC1=O
-6%[176 µM] | O=C(Nc1nc2ccccc2s1)c1ccc2c(c1)OCCN(CCC(F)(F)F)C2
28% | Cc1cc(C(=O)N(C)C2CCc3nnc(C)n3CC2)c(C)n1Cc1ccco1 (stereo unspecified)
10% | COC(=O)[C@@H]1C[C@H](NC(=O)CSC23CC4CC(CC(C4)C2)C3)CN1C
12% | Cc1noc(-c2cn(C3CCN(C(=O)c4cccc5[nH]ccc45)CC3)nn2)n1
35% | COC[C@@H]1CN(c2cnccn2)C[C@H]1C(=O)NCc1ccco1
5% | Cc1cccc(C(=O)N2CCN(C(=O)c3nnn4c3COC(c3ccccc3)C4)CC2)c1 (stereo unspecified)
-5% | Cc1nc(-c2c3n(c(=O)n(CC(=O)Nc4ccccc4)c2=O)CCCCC3)no1
24% | Cc1nn(C)c(C)c1C(=O)N[C@@H]1CN(S(C)(=O)=O)C[C@H]1CN(C)C
15% | O=C(CCC1CCN(S(=O)(=O)c2ccccc2F)CC1)NCCCN1CCOCC1
20% | O=C(c1ccc2ncccc2c1)N1CCCN(c2cc(-c3ccc(Cl)cc3)[nH]n2)CC1
25% | COCc1ncc(C)n1CC1CCN(C(=O)c2cccc(C)c2)CC1

12-LOX inh | canonical_smiles
15% | CCc1ocnc1C(=O)N1CC[C@@](O)(C2CCOCC2)[C@H](C)C1
28% | COCc1noc([C@@H]2CC(F)(F)CN2C(=O)C(C)C)n1
26% | CN(C)[C@@H]1CN(Cc2ccc(Br)o2)CC[C@@H]1CNC(=O)C1CC1
18% | COc1ccc(CN2CC3(CCN(S(=O)(=O)c4ccccc4Cl)CC3)C2=O)cc1
24% | Cn1cccc1C(=O)N1CCCCCNC(=O)[C@H]2C[C@H](C(=O)N3CCc4ccccc4C3)C[C@H]21
4% | O=C(NCc1cc(F)ccc1F)c1cccnc1N1CC2CC(C1)[C@H]1CCCC(=O)N1C2 (stereo partly specified)
13%[6.33 µM] | O=C1NCCN1C1CCN(S(=O)(=O)c2cccs2)CC1
22% | CC(=O)N1CCC(N2CC(Oc3cccc(C(=O)NCC4CC4)c3)C2)CC1
6%[176 µM] | O=C(NCCc1ccccc1)C1=NO[C@@H]2CN(Cc3ccc(F)cc3)C[C@H]12
35% | O=C(c1ccc2ccccc2n1)N1CCCC(Cc2noc(C3CC3)n2)C1 (stereo unspecified)
? | O=C(NC1CCCc2c1[nH]c1ccccc21)c1cccnc1 (stereo unspecified)
47%[activator] | CC(C)NC(=O)N1CCCCCCNC(=O)[C@@H]2CCCC[C@@H]21
1% | Cn1nc(C2CCN(C(=O)Cc3cccc(F)c3)CC2)c2c1CCOC2
18% | CCO[C@H]1CN(C2CN(S(=O)(=O)c3ccc(C)cc3)C2)C[C@@H]1O
-23% | c1ccc(-c2nc3ccccc3nc2-c2ccc(CN3CCC(c4nc5ccccc5[nH]4)CC3)cc2)cc1
31% | N#Cc1cccc(C(=O)N2CCCCCNC(=O)[C@@H]3CCC[C@@H]32)c1
4% | Cn1cc(Cl)cc1C(=O)N1CCC2(CCCN(C3CCCC3)C2=O)C1 (stereo unspecified)
7%[176 µM] | COc1ccccc1-c1cc2c(ccn2C)c(C(=O)NCc2c(C)cc(C)[nH]c2=O)n1
? | COc1ccc(-c2ccc(COc3ccc4c(cnn4CCC(=O)O)c3)cc2)c(Cl)c1
-18% | CCCCCCCCN1C(=O)[C@@H](CC(=O)N2CCOCC2)C[C@@]2(C(=O)OC)C1=C[C@H](C1CCCC1)O[C@@H]2C

In another format: two of the compounds above.
COC[C@@H]1CN(c2cnccn2)C[C@H]1C(=O)NCc1ccco1
  12-LOX inh = 35%

COC(=O)C1=C(C)N=C2SC=C(CC(=O)N3CCCCC3C)N2C1c1ccc(OC)cc1 (stereo unspecified)
  12-LOX inh = -3%

(next part)
12-LOX inh | canonical_smiles
10%[176 µM] | NC(=O)c1cccc(-c2ncc3c(n2)OCCN(c2cccc(C(F)(F)F)c2)C3=O)c1
33% | Cc1ccc(CN2CCCN(S(C)(=O)=O)C(c3ccccc3)CC(=O)NCC2)o1 (stereo unspecified)
46%[activator] | CCCNc1cc(N2CCC(CCC(=O)NCC)CC2)ncn1
4% | COCCC1(C(=O)O)CCN(c2ccnc3c(C(F)(F)F)cccc23)CC1
31% | CC(CCc1ccccc1)NC(=O)c1noc(-c2ccc[nH]c2=O)n1 (stereo unspecified)
2%[176 µM] | Cc1onc(-c2cnn(C)c2NCCc2ccccc2)c1C(=O)N1CCN(C)C(=O)C1
-15% | COc1cc(NC(=O)N2CCC(OC3CCN(S(C)(=O)=O)CC3)CC2)cc(OC)c1
-20%[176 µM] | COCCN1CCOc2nc(-c3cccc(C)c3)ncc2C1=O
19% | Cc1ccc2c(c1)N(CC(=O)N1C[C@@H](C)[C@](O)(C3CCC3)C1)C(=O)CO2
73%[activator][176 µM] | O=C(O)c1ccc(CN2Cc3[nH]cnc3C[C@H]2c2nc(-c3ccncc3)no2)cc1
-74% | O=Nc1ccc(Cl)cn1
40%[activator] | CCC(=O)Nc1cccc(C2OC(=O)N(Cc3ccccc3)C2C(=O)Nc2ccc(F)cc2)c1 (stereo unspecified)
15% | CC(=O)Nc1ccc(C2(C(=O)NCc3cc(F)cc(F)c3)CCCCC2)cc1
7%[176 µM] | CNC(=O)c1cccc(-c2cnc3[nH]cc(CC(=O)N4CCCC4)c3c2)c1
25% | O=C1NCCCCCCN(C(=O)c2ccco2)[C@H]2C[C@H](C(=O)N3CCc4ccccc4C3)C[C@@H]12
? | CCCCN1CCC(CNC(=O)c2cccc(C3CCNC3)c2)CC1 (stereo unspecified)
64%[activator] | CN(C)C[C@@H]1CN(Cc2ccccn2)C[C@H]1NC(=O)c1cc(F)cc(F)c1
? | CCc1c(-c2ccc(OC)cc2)ncn1CCc1ccccc1OC
1%[6.33 µM] | C[S+](=O)([O-])N1CC2(CCCCN2Cc2ccccn2)Cc2ccccc21 (stereo unspecified)
20% | CCc1noc(-c2cn(C3CCN(C(=O)C(C)Oc4ccc(Cl)cc4)CC3)nn2)n1 (stereo unspecified)

Retrieved by compound from the list above (two):
12-LOX inh | canonical_smiles
-74% | O=Nc1ccc(Cl)cn1
19% | Cc1ccc2c(c1)N(CC(=O)N1C[C@@H](C)[C@](O)(C3CCC3)C1)C(=O)CO2

(more compounds)
12-LOX inh | canonical_smiles
? | Cc1ccc(C)c(C(=O)N2CCC3(CC2)NC(=O)N(c2ccc(F)cc2)N3)c1
? | COc1ccc(CN2CCC3(CC2)OC(=O)N(Cc2ccccc2C#N)C3(C)c2ccccc2)cc1O (stereo unspecified)
7% | CN1CCN(C(=O)c2cc3c(s2)CCN(C(=O)c2ccc(Cl)cc2)C3)CC1
40%[activator] | O=c1[nH]c(N2CCOCC2)nc2c1CCN(Cc1ccc(F)c(Br)c1)CC2
11% | CN1CCCN(C(=O)c2cc(F)ccc2F)c2ccccc21
